LDHA block: inhibitors of human lactate dehydrogenase A; activity change, % (values are at about 110 or 230 µM); purified LDHA, NADH/diaphorase-resazurin fluorescence; hits give low values; P00338; 480,000 compounds, 0.15% hits; AID 1347041; in the data active = activity change below about -30%; inconclusive = mostly about -25% to -30%;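 note: plate controls were DMSO wells for no effect and wells without enzyme for full effect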
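Resorufin fluorescence (ex540/em590), read at 0 and 20 min after diaphorase/resazurin addition, reports the NADH left after a 5 min room-temperature reaction of 2 nM human LDH5 with 0.06 mM NADH and 0.2 mM pyruvate.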
USP1 inh: inhibitors of human USP1/UAF1 deubiquitinase; 390,000 compounds, 0.23% hits; Potency, µM (highest dose often 57.1 µM), for the others: at the highest dose activity change, negative = inhibition, hits mostly inhibitors; O94782; recombinant USP1/UAF1, Ub-Rhodamine cleavage fluorescence; note: potency is the fitted concentration of half-maximal effect; % is set by controls: 0 for no effect and ±100 for the full control effect; nearly all actives have a fitted effect of over 60% in size; inactives centre near -12
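USP1/UAF1 complex (1 nM) preincubated 15 min at room temperature with compound, then Ub-Rho substrate (150 nM final) added. Kinetic fluorescence at 480/540 nm over 6 reads at 60 s intervals; 50 mM HEPES pH 7.8, 0.5 mM EDTA, 0.1 mg/ml BSA, 1 mM TCEP, 0.01% Tween-20.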
RGS4 inh: human RGS4 inhibition; Transcreener GDP fluorescence polarization, RGS4-accelerated GTP hydrolysis; P49798; 390,000 compounds, 0.039% hits; Potency, µM (titrated, usually from 114 µM), inactives show top-dose activity change, negative = inhibition, hits mostly inhibitors; note: potency is the fitted concentration of half-maximal effect; % is set by controls: 0 for no effect and ±100 for the full control effect; nearly all actives have a fitted effect of over 75% in size; some results filed as inactive show a strong effect at the top dose
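MLSMR compounds (23 nl, pin-transferred) preincubated 10 min at room temperature with a 500nM (2x) first reagent, then RGS4 at 900nM (2x) plus Transcreener GDP mix added; fluorescence polarization (620/688 nm) read before and after 90 min at 30 °C.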
Vif-APOBEC3F blk: blocks the Vif interaction with APOBEC3F. HeLa A3F-eYFP + Vif (tagged APOBEC3F with the HIV-1 protein that degrades it), YFP fluorescence increase. Potency, µM (titrated, usually from 46.1 µM), for inactives: top-dose activity, negative = active. 390,000 compounds, 0.2% hits. AID 602313; note: potency is the fitted concentration of half-maximal effect; % of control where 0% means no effect; nearly all actives have a fitted effect of over 65% in size
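HeLa cells stably expressing Vif plus C-terminally eYFP-tagged A3F were seeded, incubated overnight at 37 deg C, dosed with compound, incubated overnight again at 37 deg C. Yellow fluorescence (Ex 488/Em 500-530) reported blocked Vif-mediated A3F-eYFP degradation.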
IDH1 R132H inh: human IDH1 R132H inhibition; 390,000 compounds, 0.093% hits; O75874; AID 602179; IDH1-R132H enzyme, NADPH consumption, diaphorase/resazurin fluorescence; Potency, µM (titrated, usually from 76.6 µM), for inactives: top-dose activity change, negative = inhibition, hits mostly inhibitors; note: potency is the fitted concentration of half-maximal effect; % is set by controls: 0 for no effect and ±100 for the full control effect; nearly all actives have a fitted effect of over 65% in size
Target sequence (O75874 whole entry R132H, stated change not applied): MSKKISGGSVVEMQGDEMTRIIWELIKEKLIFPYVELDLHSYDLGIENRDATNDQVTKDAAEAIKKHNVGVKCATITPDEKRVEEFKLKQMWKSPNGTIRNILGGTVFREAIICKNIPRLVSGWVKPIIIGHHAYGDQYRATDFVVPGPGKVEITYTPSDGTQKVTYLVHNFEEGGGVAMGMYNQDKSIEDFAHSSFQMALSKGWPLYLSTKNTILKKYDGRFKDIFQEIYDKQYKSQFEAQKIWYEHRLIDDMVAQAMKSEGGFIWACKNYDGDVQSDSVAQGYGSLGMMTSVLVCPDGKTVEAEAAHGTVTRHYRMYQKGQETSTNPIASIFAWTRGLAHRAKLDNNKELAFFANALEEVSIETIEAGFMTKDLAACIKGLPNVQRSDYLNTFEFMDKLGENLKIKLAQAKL
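IDH1-R132H (0.5 ug/mL dispensed) in pH 7.5 Tris buffer was preincubated 30 min with compound, then given a substrate mix of 0.016 mM NADPH and 2 mM alpha-KG for 80 min at room temperature; remaining NADPH was read by diaphorase/resazurin fluorescence.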
rTrxR1 inhibitor: blocks rat thioredoxin reductase 1. O89049. Potency, µM (highest dose often 114 µM), for the others: at the highest dose activity change, negative = inhibition, most hits filed as inhibitors. recombinant rTrxR1, NADPH fluorescence consumption, selenite substrate. 390,000 compounds, 1% hits; note: potency is the fitted concentration of half-maximal effect; % is set by controls: 0 for no effect and ±100 for the full control effect; nearly all actives have a fitted effect of over 65% in size
Target sequence (O89049 whole entry, looked up): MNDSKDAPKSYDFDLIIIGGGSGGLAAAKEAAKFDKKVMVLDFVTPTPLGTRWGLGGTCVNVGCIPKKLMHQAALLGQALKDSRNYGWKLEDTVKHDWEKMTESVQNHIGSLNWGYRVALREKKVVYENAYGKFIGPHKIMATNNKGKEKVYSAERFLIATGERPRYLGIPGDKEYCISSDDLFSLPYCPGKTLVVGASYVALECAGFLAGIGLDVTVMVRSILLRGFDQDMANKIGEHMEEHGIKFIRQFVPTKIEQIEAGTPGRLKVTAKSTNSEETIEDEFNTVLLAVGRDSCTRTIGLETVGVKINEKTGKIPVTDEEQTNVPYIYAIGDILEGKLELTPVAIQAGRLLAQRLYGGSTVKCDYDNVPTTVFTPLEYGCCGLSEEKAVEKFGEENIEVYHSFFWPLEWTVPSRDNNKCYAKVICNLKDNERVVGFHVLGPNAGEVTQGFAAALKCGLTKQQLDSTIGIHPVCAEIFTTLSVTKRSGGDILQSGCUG
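Rat TrxR1 (90 nM in the dispensed reagent) was pre-reduced with 400 uM NADPH for 5 min at room temperature, then incubated with compound for 15 min. After 400 uM selenite was added, NADPH fluorescence (Ex 340/Em 450 nm) was followed for 8 min.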
Vif-APOBEC3G blk: blocks the Vif interaction with human APOBEC3G | Q9HC16 | HeLa A3G-eYFP + Vif (tagged APOBEC3G with the HIV-1 protein that degrades it), YFP fluorescence, overnight | Potency, µM (top dose mostly 46.1 µM), for the others: at the top dose activity, negative = active, most hits filed as inhibitors | 410,000 compounds, 0.076% hits;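 note: potency is the fitted concentration of half-maximal effect; % is set by controls: 0 for no effect and ±100 for the full control effect; nearly all actives have a fitted effect of over 60% in size; hits raise eYFP signal because A3G escapes Vif-driven loss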
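Read-out is eYFP fluorescence (Ex 488/Em 500-530) from Vif-expressing HeLa A3G-eYFP cells; more signal means A3G escaped Vif-mediated degradation. Cells plated overnight, compound pinned in, incubated overnight at 37 deg C.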
GRP78 ERSR act: inducers of ER stress response in human glioma cells; U87-MG GRP78 promoter luciferase reporter, 16 h; Potency, µM, for inactives: at the top dose activation, hits mostly activators; 420,000 compounds, 0.02% hits; note: potency is the fitted concentration of half-maximal effect; series mostly up to about 76 µM; % of control where 0% means no effect; nearly all actives have a fitted effect of over 35% in size
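ERSR induction read as luciferase luminescence (Bright-Glo, 10 min at room temperature) in stably transfected human U87-MG glioma cells exposed to compounds for 16 h, using GRP78 as sensor.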
TrxR1 substrate: rat thioredoxin reductase 1 substrate activity | O89049 | purified TrxR1 substrate turnover, NADPH consumption readout | Potency, µM (titrated, usually from 114 µM), for the others: at the top dose activity change, negative = substrate turnover | 390,000 compounds, 0.01% hits | AID 588456; note: potency is the fitted concentration of half-maximal effect; % is set by controls: 0 for no effect and ±100 for the full control effect; nearly all actives have a fitted effect of over 50% in size
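Rat TrxR1, dispensed at 90 nM, was prereduced with 400 uM NADPH (final) for 5 min at ~22 deg C, then incubated with compound 15 min before 400 uM selenite. A first-read NADPH fluorescence drop versus no-compound background flagged substrates.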
* hit, by the source's call; & = joins results of further samples; [ ] = remark or other dose. Unless noted, calls come from the whole dose curve; as a rule, active = well fitted curve in the direction sought with a large enough effect; inconclusive = small, poorly fitted or top-dose-only effect, or another doubt; inactive = no such curve, though single readings can be large; an effect the other way counts as inactive or inconclusive. A portion of the library; the hit share may differ from the screen's.

For Cc1ccc(S(=O)(=O)N(CC(=O)Nc2cccnc2)c2ccccc2C)cc1 the results were LDHA block 2, USP1 inh -21%, RGS4 inh -11%, Vif-APOBEC3F blk -10%, IDH1 R132H inh 6%, rTrxR1 inhibitor 24%[57.1 µM], Vif-APOBEC3G blk 1%, GRP78 ERSR act -3% and TrxR1 substrate -14%[57.1 µM].
Cc1ccc(CNC(=O)c2cccn2-c2nnc(N3CCCCC3)s2)cc1 was read as LDHA block 2, USP1 inh -13%, RGS4 inh -5%, Vif-APOBEC3F blk 5%, IDH1 R132H inh 0%, rTrxR1 inhibitor 22%[57.1 µM], Vif-APOBEC3G blk 1%, GRP78 ERSR act 0% and TrxR1 substrate 3%[57.1 µM].
Screening CC(C)(C)NC(=O)NC(=O)COC(=O)c1ccc(OC(F)(F)F)cc1 returned LDHA block 2, USP1 inh -9%, RGS4 inh -24%, Vif-APOBEC3F blk inconclusive, IDH1 R132H inh 4%, rTrxR1 inhibitor -10%[57.1 µM], Vif-APOBEC3G blk 1%, GRP78 ERSR act 1% and TrxR1 substrate 9%[57.1 µM].
Screening Cc1ccc(SC(CC(=O)c2ccc(C(C)(C)C)cc2)C(=O)O)cc1 (stereo not given) returned LDHA block 7, USP1 inh -28%, RGS4 inh inconclusive, Vif-APOBEC3F blk 10%, IDH1 R132H inh 6%, rTrxR1 inhibitor -6%[57.1 µM], Vif-APOBEC3G blk inconclusive, GRP78 ERSR act inconclusive and TrxR1 substrate 2%[57.1 µM].
`CC(=O)c1ccc(NC(=O)Cc2ccsc2)cc1` gave LDHA block -5, USP1 inh -5%, RGS4 inh -2%, Vif-APOBEC3F blk -5%, IDH1 R132H inh 5%, rTrxR1 inhibitor 14%, Vif-APOBEC3G blk 5%, GRP78 ERSR act -1% and TrxR1 substrate 5%.
For COc1ccc(C(=O)N/C(=C\c2ccco2)C(=O)NCc2cccnc2)cc1 the results were LDHA block 3, USP1 inh -4%, RGS4 inh -3%, Vif-APOBEC3F blk 0%, IDH1 R132H inh -6%, rTrxR1 inhibitor -8%, Vif-APOBEC3G blk 1%, GRP78 ERSR act -5% and TrxR1 substrate -6%.
`COc1ccccc1OCCNC(=O)c1ccc2c(c1)CCC2` gave LDHA block -3, USP1 inh -13%, RGS4 inh 5%, Vif-APOBEC3F blk 8%, IDH1 R132H inh 5%, rTrxR1 inhibitor -10%, Vif-APOBEC3G blk 0%, GRP78 ERSR act -2% and TrxR1 substrate 5%[57.1 µM].
`Cc1ccc(C(=O)C[n+]2cc(Br)cc(Br)c2)cc1[N+](=O)[O-]` gave LDHA block 5, USP1 inh -10%, RGS4 inh -18%, Vif-APOBEC3F blk -1%, IDH1 R132H inh 1%, rTrxR1 inhibitor -61%, Vif-APOBEC3G blk -8%, GRP78 ERSR act -6% and TrxR1 substrate 8%[57.1 µM].
`CN(C(=O)COC(=O)c1ccc2c(c1)OCO2)C1CCCCC1` gave LDHA block 2, USP1 inh 0%, RGS4 inh -14%, Vif-APOBEC3F blk -3%, IDH1 R132H inh 7%, rTrxR1 inhibitor 2%[2.29 µM], Vif-APOBEC3G blk 1%, GRP78 ERSR act 4% and TrxR1 substrate -6%[57.1 µM].
Screening O=C(O)CN1CCCCC1 returned LDHA block -8&-1, USP1 inh -14%, RGS4 inh -10%, Vif-APOBEC3F blk 6%, IDH1 R132H inh 4%, rTrxR1 inhibitor 29%[57.1 µM], Vif-APOBEC3G blk 0%, GRP78 ERSR act -3% and TrxR1 substrate -5%[57.1 µM].
CN(C(=O)CS(=O)(=O)c1cn(CC(=O)N2CCOCC2)c2ccccc12)c1ccccc1 was read as LDHA block 7, USP1 inh -7%, RGS4 inh 10%, Vif-APOBEC3F blk 1%, IDH1 R132H inh -3%, rTrxR1 inhibitor 17%, Vif-APOBEC3G blk 2%, GRP78 ERSR act 1% and TrxR1 substrate 7%.
`COc1ccc(-n2ccn(CC(=O)Nc3ccc(C)cc3C)c(=O)c2=O)cc1` gave LDHA block -8, USP1 inh -10%, RGS4 inh 1%, Vif-APOBEC3F blk 0%, IDH1 R132H inh 1%, rTrxR1 inhibitor 20%[11.4 µM], Vif-APOBEC3G blk 5%, GRP78 ERSR act -1% and TrxR1 substrate -1%.
CC1(NC(=O)Nc2cccc3ccccc23)CCS(=O)(=O)C1 (stereo not given) was read as LDHA block -1, USP1 inh -19%, RGS4 inh 26%, Vif-APOBEC3F blk 5%, IDH1 R132H inh -5%, rTrxR1 inhibitor -5%, Vif-APOBEC3G blk 3%, GRP78 ERSR act 0% and TrxR1 substrate 10%.
Cc1ccc(S(=O)(=O)N2CC(O)CC2C(=O)OCC(=O)c2ccccc2Cl)cc1C (stereo not given) was read as LDHA block -1, USP1 inh -18%, RGS4 inh -24%, Vif-APOBEC3F blk -16%, IDH1 R132H inh 8%, rTrxR1 inhibitor 3%, Vif-APOBEC3G blk 1%, GRP78 ERSR act 3% and TrxR1 substrate -4%.
`O=S(=O)(Nc1ncccn1)c1ccc(Cl)cc1` gave LDHA block -5, USP1 inh -18%, RGS4 inh 10%, Vif-APOBEC3F blk 2%, IDH1 R132H inh 4%, rTrxR1 inhibitor 21%, Vif-APOBEC3G blk -1%, GRP78 ERSR act -5% and TrxR1 substrate 8%.
For OCCC1CN(C2CCN(c3ccccc3F)CC2)CCN1Cc1ccccc1 (stereo not given) the results were LDHA block -5, USP1 inh -10%, RGS4 inh -17%, Vif-APOBEC3F blk 1%, IDH1 R132H inh -2%, rTrxR1 inhibitor 3%, Vif-APOBEC3G blk -1%, GRP78 ERSR act -3% and TrxR1 substrate -3%.
COc1ccc(CCNC(=O)CSc2nc3c(sc(=S)n3-c3ccccc3)c(=O)[nH]2)cc1OC was read as LDHA block 2, USP1 inh -14%, Vif-APOBEC3F blk -5%, IDH1 R132H inh -3%, Vif-APOBEC3G blk 2% and GRP78 ERSR act -3%.
Screening O=C(NN=C1CCCCCC1)c1cccs1 returned LDHA block 1, USP1 inh -15%, RGS4 inh -21%, Vif-APOBEC3F blk -1%, IDH1 R132H inh 1%, rTrxR1 inhibitor 18%, Vif-APOBEC3G blk -9%, GRP78 ERSR act 3% and TrxR1 substrate 10%.
`COc1ccc(C)cc1NC(=O)N1CCCn2nc(C)cc21` gave LDHA block -2, USP1 inh -4%, RGS4 inh -3%, Vif-APOBEC3F blk 3%, IDH1 R132H inh -2%, rTrxR1 inhibitor 5%, Vif-APOBEC3G blk 4%, GRP78 ERSR act -4% and TrxR1 substrate -2%.
`Cc1ccc(C(=O)NC(=S)N2CC(C)OC(C)C2)cc1[N+](=O)[O-]` (stereo not given) gave LDHA block 1, USP1 inh -16%, RGS4 inh -22%, Vif-APOBEC3F blk -1%, IDH1 R132H inh 2%, rTrxR1 inhibitor -20%, Vif-APOBEC3G blk 5%, GRP78 ERSR act 0% and TrxR1 substrate 0%.
`Cn1cccc1CC(=O)N/N=C/c1cccc2ccccc12` gave LDHA block -9, USP1 inh -15%, RGS4 inh inactive, Vif-APOBEC3F blk -23%, IDH1 R132H inh 12%, rTrxR1 inhibitor -27%, Vif-APOBEC3G blk -1%, GRP78 ERSR act -1% and TrxR1 substrate 0%.
For CC(C)CC(NC(=O)C1CCC(C)CC1)C(=O)Nc1ccc2c(c1)OCCO2 (stereo not given) the results were LDHA block -6, USP1 inh -10%, RGS4 inh 26%, Vif-APOBEC3F blk -8%, IDH1 R132H inh -24%, rTrxR1 inhibitor 8%[57.1 µM], Vif-APOBEC3G blk -5%, GRP78 ERSR act -2% and TrxR1 substrate 5%[57.1 µM].
O=C(Nc1cc(N2CCOCC2)ncn1)c1ccccc1 was read as LDHA block -2, USP1 inh 3%, RGS4 inh 19%, IDH1 R132H inh 0%, rTrxR1 inhibitor -12%, Vif-APOBEC3G blk 0%, GRP78 ERSR act 35µM* and TrxR1 substrate -5%.
Screening COc1cc(/C=N/NC(=O)c2cc3ccccc3cc2O)ccc1OCCN1CCCCC1 returned LDHA block 5, USP1 inh -14%, RGS4 inh inconclusive, Vif-APOBEC3F blk -15%, IDH1 R132H inh 11%, rTrxR1 inhibitor 4%, Vif-APOBEC3G blk 2%, GRP78 ERSR act -5% and TrxR1 substrate -6%.
Screening CN(CCc1ccccn1)C(=S)Nc1ccc(Cl)c(Cl)c1 returned LDHA block -10, USP1 inh -17%, RGS4 inh -31%, Vif-APOBEC3F blk -11%, IDH1 R132H inh 7%, rTrxR1 inhibitor 8%[57.1 µM], Vif-APOBEC3G blk -5%, GRP78 ERSR act 0% and TrxR1 substrate 9%[57.1 µM].

Assay outcomes deposited in PubChem BioAssay by National Center for Advancing Translational Sciences (NCATS).
